HTR5A ag = activates human HTR5A in OPRM1-OPRD1 agonist counter-screen; HTR5A agonist assay, luminescence, cell-based; activation, % at 9.3 µM; 340,000 compounds, 0.61% hits; in the data active = activation mostly above about 9.5%, no sharp cut-off; inactive = mostly below about 7.6%;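 also: 0% = cells with vehicle only and 100% = reference agonist; strong numbers were not always called active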
Target sequence (P47898 whole entry, looked up): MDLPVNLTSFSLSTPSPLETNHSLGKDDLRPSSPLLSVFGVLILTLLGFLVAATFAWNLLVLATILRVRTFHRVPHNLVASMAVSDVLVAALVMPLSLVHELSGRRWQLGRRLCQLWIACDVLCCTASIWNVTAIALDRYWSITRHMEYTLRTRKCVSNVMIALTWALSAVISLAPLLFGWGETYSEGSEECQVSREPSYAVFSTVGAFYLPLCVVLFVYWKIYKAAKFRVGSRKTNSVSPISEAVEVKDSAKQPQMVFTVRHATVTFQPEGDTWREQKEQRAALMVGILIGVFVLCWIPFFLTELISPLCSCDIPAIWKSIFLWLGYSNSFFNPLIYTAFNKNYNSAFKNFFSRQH
PKA-R1A activ = activators of PKA-R1A complex; PKA-R1A dissociation, Cy5-IP20 fluorescence polarization; scaled: DMSO 0%, 113 µM cGMP 100%; activation, % at 11.4 µM; 340,000 compounds, 0.083% hits; AID 504707;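 active = percent activation above the mean of all tested compounds plus 3 SD, cut at about 19% in these data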;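 also: higher means more PKAc released from R1A so a rise in polarization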
DSG3 Ab inh = inhibitors of pemphigus antibody binding to human desmoglein-3 | DSG3-coupled beads, scFv-anti-DSG3-GFP binding, flow cytometry; stronger effect = lower value | binding (percent of control), % at 10 µM | 310,000 compounds, 0.48% hits | AID 588358;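 active = binding more than 3 SD below its plate's average and above zero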; also: some compounds called inactive have numbers as strong as hits
Arr AP2 block = inhibitors of human beta-arrestin and AP2 interaction | AID 504490 | inhibition, % at 10 µM | FITC-arrestin peptide / GST-AP2 beads, flow cytometry; AP2 beta2 appendage carries R879A mutation | 340,000 compounds, 0.31% hits;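 active = inhibition above a set limit, near 3 SD of compounds lacking own fluorescence, cut at about 54% in these data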;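 also: plate controls were DMSO wells for no effect and 5 µM unlabelled arrestin peptide for full effect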
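Test system: GST-tagged AP2 beta2-adaptin appendage (R879A) on 4 µm glutathione beads; also added: fluorescein-tagged arrestin peptide at 50 nM final; timing: 12 min plus 1 h, RT; signal: flow cytometry, FL1 (488/535 nm); read-out: percent drop in bead-associated FITC signal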
MOR-DOR ag = OPRM1-OPRD1 heterodimerization agonism; cells, luminescence; 340,000 compounds, 0.3% hits; AID 504326; activation, % at 9.3 µM; P35372+P41143; in the data active = activation above about 18%;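 also: 0% = vehicle-treated cells and 100% = reference agonist; values of inactives mirror those of a sister screen read the other way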
OPRM1-OPRD1 inv = mu-delta opioid heterodimer inverse agonism; P35372+P41143; cell-based MOR-DOR heterodimer luminescence; AID 504357; inhibition, % at 9.3 µM; 340,000 compounds, 0.21% hits; in the data active = inhibition above about 22%, passing the limit was not always enough;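 also: 0% = cells with DMSO and 100% = wells without cells with DMSO; values of inactives mirror those of a sister screen read the other way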
PKA-R2B activ = PKA-R2B complex activation; PKA-R2B holoenzyme dissociation, Cy5-IP20 fluorescence polarization; R2B truncated from residue 108, S112A mutant; 0% DMSO only, 100% 113 µM cGMP; activation, % at 11.4 µM; 340,000 compounds, 0.079% hits; AID 504700;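 active = activation above a cutoff set at the mean over all compounds plus 3 SD, cut at about 18% in these data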;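 also: higher means more holoenzyme dissociation and a rise in polarization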
Target sequence (P31323 whole entry, looked up, other chains not shown, the tested form may be a part): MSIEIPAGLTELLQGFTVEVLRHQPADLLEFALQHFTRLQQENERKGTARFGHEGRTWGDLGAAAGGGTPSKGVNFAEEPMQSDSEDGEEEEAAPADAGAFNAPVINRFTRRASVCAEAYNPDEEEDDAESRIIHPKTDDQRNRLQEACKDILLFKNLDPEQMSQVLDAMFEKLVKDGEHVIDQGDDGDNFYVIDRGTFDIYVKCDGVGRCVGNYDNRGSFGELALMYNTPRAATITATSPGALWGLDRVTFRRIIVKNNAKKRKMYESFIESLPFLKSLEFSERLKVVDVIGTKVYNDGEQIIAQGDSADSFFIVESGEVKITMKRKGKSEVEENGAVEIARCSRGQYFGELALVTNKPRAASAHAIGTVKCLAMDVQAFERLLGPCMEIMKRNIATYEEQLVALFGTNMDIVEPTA
DAGLB inhibitor = diacylglycerol lipase beta (human) inhibition; AID 504411; inhibition, % at 5.17 µM; Q8NCG7; HEK293T DAGLB membrane lysate, EnzChek fluorogenic substrate; 340,000 compounds, 0.059% hits; in the data active = inhibition above about 34%;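 also: 0% = enzyme with vehicle and 100% = wells lacking enzyme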
V-ATPase pH = alters yeast V-ATPase proton transport; S. cerevisiae, pHLuorin cytosolic pH fluorescence; response, % at 10 µM; 350,000 compounds, 0.37% hits; in the data active = response mostly above about 7.3%, no sharp cut-off; inactive = mostly below about 5.4%; also: actives read high; inactives centre near 0; some compounds called inactive have numbers as strong as hits; reference of the scale not given here
HTR5A inv ctr = counter-screen for OPRM1-OPRD1 inverse agonists: human HTR5A inverse agonism; inhibition, % at 9.3 µM; 340,000 compounds, 0.083% hits; HTR5A cell line, luminescence; P47898; in the data active = inhibition mostly above about 23%, no sharp cut-off; inactive = mostly below about 18%;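 also: 0% = cells with DMSO and 100% = no-cell wells with DMSO; some compounds called inactive have numbers as strong as hits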
* hit, by the source's call; x = no result given. The order is random. Share with any hit: about 2.4%.

SMILES	HTR5A ag	PKA-R1A activ	DSG3 Ab inh	Arr AP2 block	MOR-DOR ag	OPRM1-OPRD1 inv	PKA-R2B activ	DAGLB inhibitor	V-ATPase pH	HTR5A inv ctr
CCOc1ccccc1NC(=O)CSc1nnnn1Cc1ccccc1	6	-9	112	2	4.2	-22	-7	-4	-4	12
CCOC(=O)N1CCN(c2c(-c3ccc(C)c(C)c3)c(=O)c2=O)CC1	15	0	x	-12	0.9	-5	0	-2	8	-38
O=C(CN(CC1CCCO1)C(=O)CNS(=O)(=O)c1ccc(Cl)cc1)NCc1ccc(F)cc1 (stereo unspecified)	1	-9	97	-11	-2.2	14	6	-1	3	-14
COc1ccc(N2CCN(S(=O)(=O)Cc3ccccc3)CC2)cc1	-1	-2	107	0	1.9	-10	-5	5	5	3
CCCCC(=O)N(Cc1ccc2c(c1)OCO2)Cc1nc2ccccc2c(=O)[nH]1	1	-2	88	15	-2.9	15	8	0	-2	-2
CCN(CC(=O)Nc1ccc2c(c1)OCCO2)C(=O)/C=C/c1ccc([N+](=O)[O-])cc1	2	15	111	2	-3.6	13	1	-1	-4	3
CCN(c1ccccc1)S(=O)(=O)c1ccc2c(c1)CC(C)N2C(=O)C1CC1 (stereo unspecified)	-1	7	x	29	-1.2	6	2	-1	-1	10
N#CCSc1nc2ccccc2c(=O)n1CCCC(=O)NCc1ccco1	3	-3	96	12	-0.1	1	-7	-5	3	-7
O=C(CSc1nnc(CNC(=O)c2c(F)cccc2F)o1)NCc1ccc2c(c1)OCO2	x	-5	97	x	x	x	4	-1	0	x
O=C(CCc1ccc(S(=O)(=O)N2CCOCC2)cc1)N/N=C/c1ccc(F)cc1F	1	-4	119	3	-0.6	3	-11	-4	-1	-2
CCn1c2ccccc2c2cc(Nc3cc(C)nc4ncnn34)ccc21	12	-6	99	1	2.8	-16	-4	9	0	-32
CC(Nc1cc(N2CCCC2)ccc1[N+](=O)[O-])c1ccccc1 (stereo unspecified)	7	-6	x	-6	0.2	-1	-11	-4	-104	-1
Brc1cccc(CN2CCCCCC2)c1	1	3	98	-1	0.6	-3	-1	-2	-5	-4
CCN(CC)c1ncnc2scc(C3COc4ccccc4O3)c12 (stereo unspecified)	4	-5	102	22	6.7	-38	-7	-8	-4	14
COc1cccc(N2CCN(C(=O)c3oc4ccccc4c3NC(=O)CCc3cc(OC)no3)CC2)c1	-3	-8	97	18	-1.6	8	1	-2	0	-4
O=C(CN1C(=O)c2cccnc2Oc2ccc(Cl)cc21)N1CCOCC1	5	-7	99	-17	-3.0	15	-14	-3	0	-1
O=C(CSc1nnc(-c2cccnc2)n1Cc1ccco1)N1c2ccccc2Sc2ccccc21	-2	-10	95	0	-2.0	10	-7	3	0	-16
COc1ccc(OCC(=O)Nc2ccncc2)cc1	5	-12	88	5	-0.1	1	-3	3	-1	27
COc1ccccc1N1CCN(C(=O)COc2ccc(Cl)cc2)CC1	-1	-4	99	3	-0.3	1	5	-10	0	2
Cc1cc(Cl)ccc1NC(=O)C1CCN(S(C)(=O)=O)CC1	-2	-3	113	15	-2.5	12	0	0	-1	-1
O=C(Nc1ccn(CCCNCc2ccc3c(c2)OCO3)c(=O)n1)OCc1ccccc1	-2	-7	107	35	-1.0	5	5	-1	1	6
CCOC(=O)c1ccc(NC(=O)c2ncn3c2C(=O)NC[C@H]3C)cc1	x	-8	103	x	x	x	0	-2	-2	x
Cc1ccc(C(=O)SC2=NCCS2)cc1	1	-15	105	3	2.5	-14	-5	0	-2	-19
C[C@H]1CN([C@@H](C)CO)C(=O)c2cccc(NC(=O)C3CC3)c2O[C@H]1CN(C)S(=O)(=O)c1cccs1	3	7	102	2	-0.5	2	-9	1	-3	-9
Cc1cccc(N2C(S)=C(C#N)C(=O)NC2c2ccco2)c1 (stereo unspecified)	5	-4	98	7	-0.8	4	-5	-2	-3	14
CO/N=C/C(c1ccc(Cl)nc1)S(=O)(=O)c1ccccc1 (stereo unspecified)	1	8	87	57*	0.4	-2	5	2	-11	-5
CCN(CC)c1ccc(/C=N/NC(=O)c2nnn(-c3nonc3N)c2C(C)C)c(O)c1	1	-12	118	-14	6.8	-34	-16	7	1	-2
CCCCC1(C)NC(=O)N(CC(=O)Nc2ccc(S(=O)(=O)N3CCOCC3)cc2)C1=O (stereo unspecified)	2	3	x	4	-1.4	9	-6	-1	-4	7
O=C(Nc1ccccc1C(=O)NC1CCCCC1)c1ccco1	4	-12	98	1	-2.7	15	-3	-1	-4	-11
OC(COc1c(F)cc(Br)cc1F)CN1CCc2ccccc2C1 (stereo unspecified)	2	-3	123	4	9.2	-45	-6	-11	-1	-7
NC(=O)c1cc(C(=O)Cc2ccc(Cl)cc2)c[nH]1	4	-3	106	9	-3.4	16	9	3	2	-13
O=C(O)c1cc(-c2ccc(/C=N/Nc3ccc([N+](=O)[O-])cn3)o2)ccc1Cl	-4	-6	107	-11	-3.3	17	-5	9	-1	10
CCN1C(=O)c2cccc3c(Cl)ccc1c23	-1	5	101	10	2.7	-12	8	-6	-2	5
Clc1cc(-c2ccccc2)nc(-c2ccccc2)n1	1	-5	x	-3	1.7	-8	0	-8	-2	-4
CN(Cc1ccccc1F)C(=O)c1ccc(NC(=O)CC2SC(N3CCCCC3)=NC2=O)cc1 (stereo unspecified)	-1	-2	100	2	-3.4	13	-7	3	1	-13
N#Cc1c(-c2ccccc2)cc2nc3ccccc3n2c1N	8	-9	92	8	5.3	-39	1	-3	-2	-24
O=C(CN1C(=O)C2CC=CCC2C1=O)OCCN1C(=O)c2ccccc2C1=O (stereo unspecified)	8	0	100	-4	-1.4	8	-1	-2	-5	-7
CC(C)c1ccc(C(C(=O)NC2CCCCC2)N(C(=O)c2ccccn2)c2cccnc2)cc1 (stereo unspecified)	1	11	104	11	-1.3	7	-5	0	-3	-4
O=C(COc1ccc(S(=O)(=O)NCc2ccccc2)cc1Cl)NCC1CCCO1 (stereo unspecified)	-5	4	113	40	-3.2	15	3	0	-1	11
CCCCCCCC1c2c(c(C)c(C)oc2=O)Oc2c(C)c(C)oc(=O)c21	0	-3	102	3	-3.2	18	15	1	0	0

With a hit mark in Arr AP2 block, among the entries above:
SMILES,PKA-R1A activ,DSG3 Ab inh,Arr AP2 block,MOR-DOR ag,OPRM1-OPRD1 inv,PKA-R2B activ,DAGLB inhibitor,V-ATPase pH
CO/N=C/C(c1ccc(Cl)nc1)S(=O)(=O)c1ccccc1 (stereo unspecified),8,87,57*,0.4,-2,5,2,-11

Twelve entries from above, with two lines to a compound.
Screens in order – HTR5A ag	PKA-R1A activ	DSG3 Ab inh	Arr AP2 block	MOR-DOR ag	OPRM1-OPRD1 inv	PKA-R2B activ	DAGLB inhibitor	V-ATPase pH	HTR5A inv ctr
> O=C(Nc1ccccc1C(=O)NC1CCCCC1)c1ccco1
  4	-12	98	1	-2.7	15	-3	-1	-4	-11
> OC(COc1c(F)cc(Br)cc1F)CN1CCc2ccccc2C1 (stereo unspecified)
  2	-3	123	4	9.2	-45	-6	-11	-1	-7
> NC(=O)c1cc(C(=O)Cc2ccc(Cl)cc2)c[nH]1
  4	-3	106	9	-3.4	16	9	3	2	-13
> O=C(O)c1cc(-c2ccc(/C=N/Nc3ccc([N+](=O)[O-])cn3)o2)ccc1Cl
  -4	-6	107	-11	-3.3	17	-5	9	-1	10
> CCN1C(=O)c2cccc3c(Cl)ccc1c23
  -1	5	101	10	2.7	-12	8	-6	-2	5
> Clc1cc(-c2ccccc2)nc(-c2ccccc2)n1
  1	-5	x	-3	1.7	-8	0	-8	-2	-4
> CN(Cc1ccccc1F)C(=O)c1ccc(NC(=O)CC2SC(N3CCCCC3)=NC2=O)cc1 (stereo unspecified)
  -1	-2	100	2	-3.4	13	-7	3	1	-13
> N#Cc1c(-c2ccccc2)cc2nc3ccccc3n2c1N
  8	-9	92	8	5.3	-39	1	-3	-2	-24
> O=C(CN1C(=O)C2CC=CCC2C1=O)OCCN1C(=O)c2ccccc2C1=O (stereo unspecified)
  8	0	100	-4	-1.4	8	-1	-2	-5	-7
> CC(C)c1ccc(C(C(=O)NC2CCCCC2)N(C(=O)c2ccccn2)c2cccnc2)cc1 (stereo unspecified)
  1	11	104	11	-1.3	7	-5	0	-3	-4
> O=C(COc1ccc(S(=O)(=O)NCc2ccccc2)cc1Cl)NCC1CCCO1 (stereo unspecified)
  -5	4	113	40	-3.2	15	3	0	-1	11
> CCCCCCCC1c2c(c(C)c(C)oc2=O)Oc2c(C)c(C)oc(=O)c21
  0	-3	102	3	-3.2	18	15	1	0	0

Other compounds follow.
SMILES	HTR5A ag	PKA-R1A activ	DSG3 Ab inh	Arr AP2 block	MOR-DOR ag	OPRM1-OPRD1 inv	PKA-R2B activ	DAGLB inhibitor	V-ATPase pH	HTR5A inv ctr
CN(Cc1ccccc1)C(=O)c1ncn(C)c1C(=O)N(C)Cc1ccccc1	2	-4	103	-9	-0.9	5	-4	-1	3	11
Cc1cccc(N2CCN(C(=O)c3ccc(CS(=O)(=O)c4ccccc4C)o3)CC2C)c1 (stereo unspecified)	-2	7	104	9	0.7	-3	-4	0	3	4
Cc1ncc([N+](=O)[O-])n1CCOC(=O)C12CC3CC(CC(C3)C1)C2	-9	-3	102	11	0.9	-5	6	0	1	25
CCOCCCNc1ccc(N2C(=O)C3CCCCC3C2=O)cc1[N+](=O)[O-] (stereo unspecified)	3	-8	103	13	-1.6	8	-13	2	2	-10
CCOC(=O)C1CC(c2ccc(Cl)cc2)=NNC1=O (stereo unspecified)	-1	4	102	-9	-2.6	14	7	-2	4	4
CC(=O)N1CCN(S(=O)(=O)c2ccc(S(=O)(=O)NCC(C)C)cc2)CC1	2	9	101	-3	-1.6	8	12	-2	x	-37
CC(=O)Nc1ccc(Cl)cc1-c1ccccc1	-1	-5	106	-8	-1.0	5	-6	2	1	5
Cc1c(C(=O)OCC(=O)N2CC(C)OC(C)C2)oc2ccc(Br)cc12 (stereo unspecified)	3	4	98	21	-0.5	3	-2	1	-2	-15
COc1ccc(C2=NN(c3nc(C)cc(C)n3)C(=O)C2)cc1	-3	6	96	17	-3.0	16	-4	9	6	8
COC(=O)C1CCN(C(=O)COC(=O)CNS(=O)(=O)c2ccc(SC)c([N+](=O)[O-])c2)CC1	1	-9	103	-5	-0.8	5	6	0	-2	-3
COc1ccc(NCc2cc(=O)[nH]c3ccccc23)cc1	0	-1	131	0	-1.8	8	6	0	8	1
CC(C)CNC(=O)c1cc(-c2ccco2)on1	-3	-5	99	1	-2.9	15	-5	0	-1	2

High-throughput results as filed in PubChem BioAssay.
